TrxR1 substrate = substrates of rat thioredoxin reductase 1. O89049. AID 588456. hit rate 0.01% among 390,000. purified TrxR1 substrate turnover, NADPH consumption readout. Potency, µM (highest dose often 114 µM), inactives show at the top dose activity change, negative = substrate turnover; further: potency means the concentration at half of the fitted maximal effect; on the % scale 0 is the no-effect control and ±100 the full control effect; nearly all actives have a fitted effect of over 50% in size
Target sequence (O89049 whole entry, looked up): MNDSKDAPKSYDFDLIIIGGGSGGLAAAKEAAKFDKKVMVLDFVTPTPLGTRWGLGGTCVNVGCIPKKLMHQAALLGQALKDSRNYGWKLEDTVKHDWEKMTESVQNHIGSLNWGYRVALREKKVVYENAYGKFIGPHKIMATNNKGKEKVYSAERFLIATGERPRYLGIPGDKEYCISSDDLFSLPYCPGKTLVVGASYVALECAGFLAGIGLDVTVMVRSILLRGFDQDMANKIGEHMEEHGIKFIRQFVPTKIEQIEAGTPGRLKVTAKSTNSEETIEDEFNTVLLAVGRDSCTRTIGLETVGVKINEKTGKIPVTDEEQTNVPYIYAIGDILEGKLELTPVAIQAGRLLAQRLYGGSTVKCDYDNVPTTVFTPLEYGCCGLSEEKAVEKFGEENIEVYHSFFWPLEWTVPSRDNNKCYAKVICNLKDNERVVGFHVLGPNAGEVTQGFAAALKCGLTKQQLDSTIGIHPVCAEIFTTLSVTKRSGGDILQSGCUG
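Rat TrxR1, dispensed at 90 nM, was prereduced with 400 uM NADPH (final) for 5 min at ~22 deg C, then incubated with compound 15 min before 400 uM selenite. A first-read NADPH fluorescence drop versus no-compound background flagged substrates.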
IDH1 R132H inh = inhibitors of human mutant IDH1 R132H; AID 602179; O75874; Potency, µM (titrated, usually from 76.6 µM), without a hit: top-dose activity change, negative = inhibition, usual class: inhibitors; IDH1-R132H enzyme, NADPH consumption, diaphorase/resazurin fluorescence; hit rate 0.093% among 390,000; further: potency means the concentration at half of the fitted maximal effect; on the % scale 0 is the no-effect control and ±100 the full control effect; nearly all actives have a fitted effect of over 65% in size
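IDH1-R132H (0.5 ug/mL dispensed) in pH 7.5 Tris buffer was preincubated 30 min with compound, then given a substrate mix of 0.016 mM NADPH and 2 mM alpha-KG for 80 min at room temperature; remaining NADPH was read by diaphorase/resazurin fluorescence.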
USP1-UAF1 inh = USP1/UAF1 (human) deubiquitinase inhibition; O94782; recombinant USP1/UAF1, Ub-Rhodamine cleavage fluorescence; Potency, µM (top dose mostly 57.1 µM), inactives show at the top dose activity change, negative = inhibition, actives largely listed as inhibitors; hit rate 0.23% among 390,000; AID 743255; further: potency means the concentration at half of the fitted maximal effect; on the % scale 0 is the no-effect control and ±100 the full control effect; nearly all actives have a fitted effect of over 60% in size; inactives centre near -12
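In this screen, compounds sit with the deubiquitinase complex (1nM) for 15 min at room temperature before Ub-Rho is added at 150nM final. Fluorescence rise is then followed for 6 reads every 60 seconds.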
TRHR PAM = TRH receptor (human) allosteric enhancement | AID 493056 | hit rate 0.66% among 360,000 | enhancement, % at 2 µM | TRHR cells, fluo-8 calcium fluorescence, EC20 TRH enhancement | P34981; in the data active means enhancement above about 30%; further: 0% is about no effect
Target sequence (P34981 whole entry, looked up): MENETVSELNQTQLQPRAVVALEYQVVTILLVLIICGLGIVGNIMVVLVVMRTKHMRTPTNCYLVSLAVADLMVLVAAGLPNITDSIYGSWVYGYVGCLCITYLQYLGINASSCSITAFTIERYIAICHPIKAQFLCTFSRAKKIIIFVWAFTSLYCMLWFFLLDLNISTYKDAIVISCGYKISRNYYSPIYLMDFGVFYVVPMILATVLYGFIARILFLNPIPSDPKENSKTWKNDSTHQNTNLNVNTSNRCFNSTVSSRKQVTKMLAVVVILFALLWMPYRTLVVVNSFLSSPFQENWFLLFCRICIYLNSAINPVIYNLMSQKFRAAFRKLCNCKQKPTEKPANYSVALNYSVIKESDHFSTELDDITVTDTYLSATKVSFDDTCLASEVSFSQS
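Enhancer read-out: after compound pinning and an initial kinetic agonist-mode read, an EC20 of TRH (10 nM final) was injected and fluo-8 calcium signal (Ex 480/Em 530) followed at 1 s/cycle for 100 cycles in TRHR-expressing cells.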
TRHR ag = activates the human TRH receptor; P34981; hit rate 0.18% among 360,000; activation, % at 2 µM; TRHR cells, calcium flux fluo-8, FDSS agonist mode; AID 493084; in the data active means activation above about 30%; further: 0% is about no effect
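Fluo-8-loaded TRHR cells; 10 s baseline, compound added, kinetic Ca2+ fluorescence read 1/s, agonist mode.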
TrxR1 inh = blocks rat thioredoxin reductase 1; hit rate 1% among 390,000; recombinant rTrxR1, NADPH fluorescence consumption, selenite substrate; Potency, µM (highest dose often 114 µM), inactives show at the top dose activity change, negative = inhibition, actives largely listed as inhibitors; AID 588453; further: potency means the concentration at half of the fitted maximal effect; on the % scale 0 is the no-effect control and ±100 the full control effect; nearly all actives have a fitted effect of over 65% in size
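Rat TrxR1 (90 nM in the dispensed reagent) was pre-reduced with 400 uM NADPH for 5 min at room temperature, then incubated with compound for 15 min. After 400 uM selenite was added, NADPH fluorescence (Ex 340/Em 450 nm) was followed for 8 min.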
D2 antag = antagonizes the human D2 dopamine receptor; inhibition, % at 10 µM; AID 485344; hit rate 2% among 340,000; HEK293 TREx D2 cells, calcium flux, dopamine EC80; P14416; in the data active means inhibition above about 30%; further: 0% is about no effect
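Tetracycline-induced HEK293 T-REx cells expressing D2 force-coupled to calcium signalling were dye-loaded, exposed to compound for 180 s, then challenged with an EC80 of dopamine; calcium flux was followed kinetically for a further 180 s.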
Pin1 inhibitor = inhibitors of human Pin1 | Q13526 | Pin1 FP peptide displacement, HiFluor488, 10 min | Potency, µM (highest dose often 115 µM), for the others: at the top dose activity, negative = inhibition, most hits filed as inhibitors | hit rate 0.009% among 390,000; active means well fitted inhibition curve with a large enough effect in the polarisation, with a control signal flat, not every such curve was filed as active; inconclusive means small, poorly fitted or top-dose-only effect, or effect the other way, or a change in a side signal; inactive means no such curve, though single readings can be large or run the other way; the % refers to the polarisation; further: potency means the concentration at half of the fitted maximal effect; on the % scale 0 is the no-effect control and ±100 the full control effect
Target sequence (Q13526 whole entry, looked up): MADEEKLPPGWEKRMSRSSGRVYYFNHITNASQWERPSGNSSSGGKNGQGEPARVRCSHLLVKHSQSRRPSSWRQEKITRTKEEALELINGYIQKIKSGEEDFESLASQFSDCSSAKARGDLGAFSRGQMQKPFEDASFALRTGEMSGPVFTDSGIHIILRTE
D2 agonist = activates the human D2 dopamine receptor | P14416 | activation, % at 2 µM | hit rate 0.53% among 340,000 | HEK293 T-REx D2 cells, calcium flux agonist mode;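 active means activation over 3 SD above normal in the single-dose calcium agonist read, cut at about 30% in these data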; further: 0% is about no effect
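Agonism is scored from calcium flux in a force-coupled, inducible HEK293 cell line expressing D2, read kinetically for 180 s after compound addition against dopamine controls.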
The depositor's hits bear a star; ? = inconclusive; . = no result given; & = joins results of further samples; [ ] = another dose, or the depositor's remark. Unless noted, the call rests on the fitted dose curve; in most records, active means well fitted inhibition curve with a large enough effect; inconclusive means small, poorly fitted or top-dose-only effect; inactive means no such curve, though single readings can be large or run the other way. This is a subset; the hit share may differ from the screen's.

SMILES	TrxR1 substrate	IDH1 R132H inh	USP1-UAF1 inh	TRHR PAM	TRHR ag	TrxR1 inh	D2 antag	Pin1 inhibitor	D2 agonist
Cc1ccccc1CC(=O)N1CCCC1	-4%	5%	-2%	22	-0.7	16%	14	4%	-1.3
Cc1ccccc1NC(=S)NNC(=O)c1cccnc1	16%	2%	-3%	-4	0.2	-12%	-6	6%	0.4
CCOC(=O)c1[nH]c(=O)[nH]c1COC(=O)c1cc2ccccc2o1	1%	0%	-11%	-6	1.0	3.2µM*	26	-13%	-0.9
COc1ccccc1-c1cccc([C@@H]2C[C@H]3[C@H](CON3C)CN2C(=O)C(C)(C)C)c1	-2%	2%[38.3 µM]	-9%	.	.	4%	.	2%	.
O=C(CS(=O)(=O)c1ccccc1)N1CCc2ccccc21	-4%	-4%	-17%	1	-0.8	4%	25	7%	0.0
Cc1sc2c(c1C)c(=O)nc1n2Cc2ccccc2-1	.	.	.	6	-0.5	.	15	.	0.8
COc1ccccc1N1CCN(CC(=O)N2N=CCC2c2ccccc2)CC1 (stereo not drawn)	-2%	8%	2%	-4	0.0	23%	42*	-4%	-0.3
Cc1ccc(C(=O)CC2(O)C(=O)N(C)c3ccccc32)s1 (stereo not drawn)	-4%	0%	-9%	0	-0.6	-6%	-4	2%	-1.9
CCC(C)SCc1nc2ccccc2[nH]1 (stereo not drawn)	-6%	2%	-6%	1	-0.2	-15%	8	1%	0.2
COC(=O)c1[nH]c2cccc(OC)c2c1NC(=O)CCN1CCN(c2ccccc2F)CC1	.	.	.	-1	-0.4	.	74*	.	44*
Cc1ccc(-n2nc3c4c(cccc4c2=O)-c2ccccc2-3)cc1	15%	7%	-12%	0	0.3	9%	0	0%	-0.1
O=C(NCc1ccccc1)C1=C[C@H](c2csc3ccccc23)C[C@H](OCc2ccc(CO)cc2)O1	6%[57.1 µM]	-19%	-19%	-3	0.2	17%[57.1 µM]	22	32%[activator]	0.3
O=C(CN1C(=O)C2(OCCO2)c2cc(Br)ccc21)NO	3%[57.1 µM]	2%	-16%	.	.	7%[57.1 µM]	.	2%	.
CNS(=O)(=O)c1ccc2c3c(cccc13)C(=O)N2C	47%[activator]	-1%	-17%	3	0.1	2%	-7	2%	0.8
NS(=O)(=O)c1ccc(NC(=O)COC(=O)C2CC(=O)N(Cc3ccccc3)C2)cc1 (stereo not drawn)	3%	1%	-13%	17	0.4	10%	.	-6%	.
CCC(C)NC(=O)C1CCN(C(=O)c2cc3sccc3n2Cc2ccc(Cl)cc2)CC1 (stereo not drawn)	1%	-1%	?	-4	-0.1	3%	.	6%	-0.4
CCc1ccc[n+](-c2[nH]c(=O)sc2/C=N/N=C(\[O-])c2ccncc2)c1	-18%	0%	-30%	-1	0.1	-19%	17	-10%	0.1
CCc1ccc(NC(=O)C2CCCN(S(=O)(=O)c3ccc4[nH]c(=O)ccc4c3)C2)cc1 (stereo not drawn)	6%&-1%	5%&-15%	-12%&2%	6&6	-0.8&5.7	29%&21%	3	11%&22%	0.4&-0.3
O=C(COC(=O)C1CCCO1)Nc1nc(-c2ccc(F)cc2)cs1 (stereo not drawn)	0%[2.29 µM]	-10%	-18%	.	.	2%[2.29 µM]	.	-3%	.
CCOC(=O)C(NC(=O)NCc1ccc(F)cc1)(OCC)C(F)(F)F (stereo not drawn)	-1%	-3%	-1%	0	-0.4	5%	-1	-11%	-0.4
Cc1nn(C)cc1/C=N\NC(=O)c1ccc2c(c1)c(C)c(C)n2Cc1ccccc1	8%[57.1 µM]	-2%	-16%	-5	-1.8	5%[57.1 µM]	-13	11%	-2.0
Cc1cc(C)c2c(=O)[nH]n(C3CCOC(C)(C)C3)c2n1 (stereo not drawn)	-4%	7%	?	3	0.2	-6%	.	8%	.
COc1cccc(-c2nnc3n(Cc4ccc(C)cc4)c(=O)c4ccccc4n23)c1O	-5%	0%	?	1	0.0	10%	.	3%	-0.3
Cc1ccc2nc(-c3ccc(NC(=O)COc4ccc(Cl)c(C)c4)cc3)sc2c1	-1%	-14%	10%	-4	0.0	-9%	.	-1%	0.6
O=C(CN1CCN(C2CCCCC2)CC1)NCCC1=CCCCC1	7%	-1%	-4%	4	-0.1	23%	-6	-16%	0.4

Next compounds.
SMILES	TrxR1 substrate	IDH1 R132H inh	USP1-UAF1 inh	TRHR PAM	TRHR ag	TrxR1 inh	D2 antag	Pin1 inhibitor	D2 agonist
COc1ccccc1-c1nc2c(c(SCc3cccc(Cl)c3)n1)Cc1c(CO)cnc(C)c1O2	-2%	13%	-2%	-8	1.1	5%	.	1%	-0.2
Cc1ccc(OCc2ccc(C(=O)Nc3cc(C)on3)o2)c([N+](=O)[O-])c1	5%	3%	-26%	3	-0.5	-1%	-3	-9%	0.8
O=C(NCCCn1ccnc1)c1cc2ccccc2oc1=O	8%	0%	-15%	7	0.3	-8%	-5	4%	2.1
COC(=O)C(CCSC)NC(=O)Cn1ncc2c([nH]c3ccccc32)c1=O (stereo not drawn)	4%	-11%	-8%	10	0.2	16%	.	4%	0.1
CCn1c(C)nc2cc(C(=O)NNC(=O)CN(C)S(=O)(=O)c3ccc(NC(C)=O)cc3)ccc21	4%	3%	-25%	.	.	29%	.	0%	.
O=C(O)/C=C/C(=O)NNC(=O)c1ccc(Br)cc1	5%	5%	-14%	3	0.2	-2%	3	-8%	-0.5
CC(=O)Nc1ccc(S(=O)(=O)N2CCc3cc4c(cc3C2C)OCCCO4)cc1 (stereo not drawn)	-5%	-4%	-6%	9	-0.4	-5%	-3	-15%	-0.1
Cc1cccc(CSc2nnc(CCNC(=O)OC(C)(C)C)o2)c1	2%[57.1 µM]	5%	-10%	-2	-0.3	19%[57.1 µM]	-6	1%	-0.7
C=CCn1c(SCC(=O)NCC2CCCO2)nnc1C1CCCCC1 (stereo not drawn)	-2%[57.1 µM]	1%	-14%	3	1.0	3%[57.1 µM]	17	-3%	1.5
Cc1c(NS(=O)(=O)c2ccc3c(c2)OCCO3)cccc1-c1nc2cccnc2s1	2%[57.1 µM]	-12%	-11%	4	-0.1	22%[57.1 µM]	-13	22%	0.2
CCOC(=O)C1CCN(C(=O)CNS(=O)(=O)c2cccs2)CC1	10%[57.1 µM]	17%	-1%	2	0.2	29%[57.1 µM]	-7	-9%	0.4
CC(=O)N1CCCc2cc(S(=O)(=O)CCC(=O)Nc3cccc(C)c3C)ccc21	2%	0%	-11%	0	0.3	-1%	-4	-2%	0.4
CC#CC[N+](C)(C)CCCCCC	-4%	-2%	-32%	5	-0.5	-3%	-9	-6%	-1.3
COc1ccc(N=C2NC(=O)S/C2=C\c2ccc(N(C)C)cc2)cc1	-3%	1%	25µM*	-5	17	0%	-15	?	14
COc1ccccc1CCCNC(=O)C1CCC(=O)N(CCc2ccc(Cl)cc2)C1 (stereo not drawn)	-9%	2%	-4%	-5	-1.4	-4%	8	3%	-1.3
CCS(=O)(=O)N1CCC(NC(C)=O)(c2ccccc2)CC1	5%	1%	-8%	-7	0.3	16%	-14	-2%	0.4
O=C(CCCc1c[nH]c2ccccc12)N1CCN(S(=O)(=O)c2cccs2)CC1	2%	4%	-21%	-4	0.1	13%	9	-4%	0.9
COc1cc(Cn2c(C(=O)O)cc3sccc32)cc(OC)c1OC	-7%	2%	-9%	-3	0.8	-6%	6	-8%	0.8
CCOc1ccc(C2CC(c3cccc(OC)c3)Nc3ncnn32)cc1 (stereo not drawn)	4%	-5%	-10%	-3	0.6	31%	-2	-5%	1.7
CCOC(=O)C1(CCCc2ccccc2)CCN(Cc2cnn(C)c2)CC1	1%	-5%	-11%	17	0.5	12%	.	-3%	.
Cc1ccc(S(=O)(=O)N(CCCO)CC(O)CON=C2c3ccccc3-c3ccccc32)cc1 (stereo not drawn)	1%	-2%	-21%	-3	1.5	-9%	.	35%[activator]	.
Cc1c(NC(=O)CN2CCCc3ccccc32)c(=O)n(-c2ccccc2)n1C	1%	7%	-24%	2	-0.5	-6%	.	1%	.
CCOC(=O)c1ccc(N=c2sc(C(=O)OC)cc(=O)n2Cc2ccc3c(c2)OCO3)cc1	7%[57.1 µM]	-1%	-10%	3	0.8	17%[57.1 µM]	1	6%	0.5
O=C(CSc1nc2ccc([N+](=O)[O-])cc2s1)NCC1CCCO1 (stereo not drawn)	-7%	3%	-6%	1	-0.1	1%	-2	1%	1.2
N/C(=N/O)c1nc(N2CCCC2)nc(N(c2ccccc2)c2ccccc2)n1	-3%	0%	-10%	-5	-0.9	7%	13	5%	0.3
COc1cc(-c2nc3ccccn3c2/N=C/c2ccc(F)cc2)ccc1O	1%[57.1 µM]	-26%	-29%	3	0.2	2%[57.1 µM]	-6	-1%	12
O=C(NCCCn1ccnc1)c1cc2nc(-c3ccc(Br)cc3)cc(C(F)(F)F)n2n1	6%	8%	-9%	1	-0.6	4%	7	-1%	2.2
CCCCNC(=O)CCC(=O)Nc1ccc2nc(N3CCN(C)CC3)cc(C)c2c1	18%	0%	-1%	-4	-0.6	?	-8	-1%	-0.2
CCC(=O)NNc1nc2c(F)cc(F)cc2s1	7%[57.1 µM]	-6%	-16%	3	0.0	14%[57.1 µM]	40*	1%	0.6
CCOC(=O)C1(CCCc2ccccc2)CCN(Cc2nccn2CC)CC1	5%[57.1 µM]	3%	0%	4	0.3	14%[57.1 µM]	-4	1%	0.4

Taken from above:
O=C(NCCCn1ccnc1)c1cc2ccccc2oc1=O – TrxR1 inh: -8%
CC(=O)Nc1ccc(S(=O)(=O)N2CCc3cc4c(cc3C2C)OCCCO4)cc1 (stereo not drawn) – USP1-UAF1 inh: -6%

Part of the list above, reduced to TRHR ag.
| canonical_smiles | TRHR ag |
| --- | --- |
| C=CCn1c(SCC(=O)NCC2CCCO2)nnc1C1CCCCC1 (stereo not drawn) | 1.0 |
| CCOC(=O)c1ccc(N=c2sc(C(=O)OC)cc(=O)n2Cc2ccc3c(c2)OCO3)cc1 | 0.8 |
| Cc1c(NS(=O)(=O)c2ccc3c(c2)OCCO3)cccc1-c1nc2cccnc2s1 | -0.1 |

Screening results (PubChem)
